High-throughput results: PubChem BioAssay, The Scripps Research Institute Molecular Screening Center
M1 ag parental: counter-screen for M1 agonists: effect in parental CHO-K1 cells; AID 602248; actives 0.48% (n = 360,000); Fluo-8 calcium fluorescence; scaled to maximal ATP response, vehicle zero; activation, % at 3 µM; in the data active = activation above about 15%;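 also: untransfected CHO-K1 host cells lacking M1 receptor as counterscreen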
CHO parental Ca: signal in parental CHO cells, OX1R antagonist counter-screen. actives 0.63% (n = 330,000). inhibition, % at 5.6 µM. parental CHO-K1, ATP-induced calcium, Fluo-8 fluorescence;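 active = inhibition above that plate's mean sample inhibition plus 3 SD, cut at about 26% in these data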;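 also: 0% = ATP-challenged DMSO wells and 100% = DMSO wells without ATP; some compounds past the cut are filed as inactive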
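Measured by: calcium-sensitive Fluo-8 fluorescence / Test system: CHO parental line / Controls: ATP-challenged DMSO wells low, unchallenged DMSO wells high / Measure: % inhibition / Compound: single nominal dose of 5.6 µM per compound / Replicates: single well per compound, no replicates / Reagent: ATP as calcium-mobilizing challenge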
CHO-K1 Ca PAM: M1 PAM counterscreen hit in parental CHO-K1 cells; AID 602247; activation, % at 3 µM; ATP EC20, Fluo-8 calcium fluorescence; 0% at ATP EC20, 100% at ATP max; actives 0.02% (n = 360,000);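 active = activation above the run cutoff, the mean activation of all test compounds plus 3 SD, cut at about 40% in these data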;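 also: peak over basal fluorescence ratio in a 140 s read after ATP addition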
V1R ag counter: counter-screen for oxytocin receptor agonists: human V1a receptor agonists. CHO-V1R cells, Fluo-8 calcium fluorescence, agonist mode; 0% DMSO, 100% 3 nM vasopressin. actives 0.25% (n = 320,000). P37288. AID 2797. activation, % at 3 µM;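 active = activation above the mean activation of all tested compounds plus 3 SD, per screening run, cut at about 20% in these data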;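 also: signal is peak over basal fluorescence ratio across a 100 second FLIPR read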
TAAR1 ag: agonists of human TAAR1; Q96RJ0; CHO RD-HGA16 TAAR1, Fluo-8 calcium fluorescence; vehicle wells 0%, saturating PEA agonist 100%; activation, % at 3 µM; actives 0.99% (n = 360,000); AID 624467;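 active = activation above the mean activation of all test compounds in the run plus 3 SD, cut at about 38% in these data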
Target sequence (Q96RJ0 whole entry, looked up): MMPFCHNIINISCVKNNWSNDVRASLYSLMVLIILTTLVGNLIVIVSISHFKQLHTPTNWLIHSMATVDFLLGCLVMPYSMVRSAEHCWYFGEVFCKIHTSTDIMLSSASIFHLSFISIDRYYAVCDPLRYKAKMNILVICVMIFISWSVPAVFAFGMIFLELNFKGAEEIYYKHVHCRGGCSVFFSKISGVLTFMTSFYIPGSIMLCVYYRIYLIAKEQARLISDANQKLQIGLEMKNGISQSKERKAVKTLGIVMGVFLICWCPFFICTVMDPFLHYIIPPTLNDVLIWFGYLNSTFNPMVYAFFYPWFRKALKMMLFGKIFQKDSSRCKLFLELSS
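Repeats: no replicates (n 1) | Material: CHO-derived RD-HGA16 cells with stable Gα16 and human TAAR1 | Technique: Kinetic Fluo-8 calcium fluorescence | Schedule: 17-24 h seeding, 75 min 37 °C dye, 30 min RT | Evaluation: % activation from peak over basal fluorescence ratio, DMSO-to-PEA scaled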
TAAR1 antagonist: antagonists of human TAAR1; Q96RJ0; CHO RD-HGA16 TAAR1, Fluo-8 calcium fluorescence, antagonist; inhibition, % at 3 µM; actives 1.5% (n = 360,000);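 active = inhibition above a per-plate cutoff, the mean inhibition of test compounds on that plate plus 3 SD, cut at about 49% in these data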;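 also: 0% = DMSO plus EC80 beta-PEA response and 100% = DMSO alone without agonist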
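test system = CHO RD-HGA16 cells bearing hTAAR1 | replication = singlicate | controls = DMSO-only wells and EC80 β-PEA-stimulated wells | reagent = EC80 β-phenethylamine stimulus | read-out basis = percent inhibition of PEA-evoked calcium signal, max/basal emission ratio | schedule = seeding 17-24 h prior, 75-min 37 °C, 30-min RT dye loading | signal = kinetic Fluo-8 calcium fluorescence measurement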
OXTR potentiator: human OXTR potentiation; P30559; activation, % at 3 µM; actives 0.061% (n = 320,000); CHO-OTR cells, Fluo-8 calcium fluorescence, potentiator mode; 0% = oxytocin EC15, 100% = EC100;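 active = activation above that plate's cutoff, the mean activation of tested compounds plus 3 SD, cut at about 6.6% in these data, passing the limit was not always enough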;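 also: 100% uses oxytocin at 75 nM as the full agonist control; some results filed as inactive read as strong as hits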
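assay system = CHO-OTR cells, human receptor | schedule = compound 6 min at room temperature before oxytocin, 100 s read | detection = Fluo-8 intracellular calcium fluorescence, ex 470-495, em 515-575 nm | evaluation = normalized max/min fluorescence ratio, % activation | control set = EC15 oxytocin alone as 0%, 75 nM oxytocin (EC100) as 100%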
CHO-K1 Ca antag: M1 antagonist counterscreen hit in parental CHO-K1 cells. inhibition, % at 3 µM. actives 0.6% (n = 360,000). ATP-induced calcium, Fluo-8 fluorescence;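 active = inhibition above a per-plate cutoff, the plate's mean sample inhibition plus 3 SD, cut at about 24% in these data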;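 also: 0% = DMSO plus EC80 ATP and 100% = DMSO alone without ATP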
M1 ag: agonists of human M1 muscarinic receptor. AID 588814. P11229. activation, % at 3 µM. CHO-K1 hM1, Fluo-8 calcium fluorescence, agonist mode; 0% DMSO, 100% acetylcholine EC100. actives 0.33% (n = 360,000);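 active = activation above the run's mean compound activation plus 3 SD, cut at about 16% in these data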;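 also: peak over basal fluorescence ratio within a 140 s kinetic read after compound addition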
Target sequence (P11229 whole entry, looked up): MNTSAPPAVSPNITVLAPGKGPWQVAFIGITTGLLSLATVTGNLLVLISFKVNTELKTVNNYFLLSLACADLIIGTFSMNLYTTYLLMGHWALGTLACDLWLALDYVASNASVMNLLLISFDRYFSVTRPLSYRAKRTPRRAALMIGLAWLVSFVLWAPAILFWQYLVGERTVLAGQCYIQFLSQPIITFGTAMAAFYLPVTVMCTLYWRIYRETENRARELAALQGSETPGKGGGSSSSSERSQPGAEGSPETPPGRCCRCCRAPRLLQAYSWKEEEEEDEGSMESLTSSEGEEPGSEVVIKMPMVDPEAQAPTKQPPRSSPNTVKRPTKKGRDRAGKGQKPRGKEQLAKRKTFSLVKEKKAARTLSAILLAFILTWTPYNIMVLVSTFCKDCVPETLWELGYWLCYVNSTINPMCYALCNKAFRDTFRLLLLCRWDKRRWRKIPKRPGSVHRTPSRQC
Numbers without * were called inactive; / = not tested or not shown.

SMILES	M1 ag parental	CHO parental Ca	CHO-K1 Ca PAM	V1R ag counter	TAAR1 ag	TAAR1 antagonist	OXTR potentiator	CHO-K1 Ca antag	M1 ag
O=C(CN1C(=O)c2ccccc2C1=O)NCCc1c[nH]c2ccccc12	0.3	-3	19	0.8	5	-1	-1	-5	-7
c1ccc(-c2nnsc2Sc2ccccn2)cc1	3.0	-10	22	-0.5	10	15	-7	-6	-14
Cc1ccc(C(=O)CSc2nnc(N)s2)c(C)c1	1.9	-10	2	-1.0	-1	-25	7	-20	-4
CCS(=O)(=O)n1nc(-c2ccccc2)nc1N	0.0	-7	0	0.7	1	6	0	-3	-2
CC(C)C[C@H](NC(=O)C1CC(=O)N(c2ccc3c(c2)OCO3)C1)C(=O)NCc1ccco1 (stereo partly specified)	-0.1	-7	8	1.0	-1	1	2	-21	-2
CSc1cccc(NC(=O)/C=C/c2ccc(Cl)cc2)c1	4.9	-12	3	-0.3	4	45	-6	14	-2
CCOc1cccc(N2C(=O)CC(N3CCN(c4ccc(S(=O)(=O)CC)cc4)CC3)C2=O)c1 (stereo unspecified)	2.6	-16	14	3.8	3	16	1	-25	2
O=c1oc2ccccc2c2c1cnc1ccccc12	0.4	-7	2	/	2	-5	/	-6	-4
COc1ccc(C2C3CCCCC3(O)CCN2C(=O)c2cccs2)cc1 (stereo unspecified)	0.3	-11	10	-0.9	2	1	-6	0	-7
COc1cc(C(=O)OCC(=O)c2ccccc2)cc2c1OCCO2	0.1	6	22	0.1	2	6	-8	-1	3
COCCN1CN=C(Nc2nc3ccccc3o2)NC1	-0.1	25	13	1.7	2	-10	-5	-3	-2
Cc1cc(C)c(NC(=O)CSc2nc3c(c(=O)n2C)SC(C)C3)c(C)c1 (stereo unspecified)	0.6	-3	12	4.5	2	2	-5	-3	1
O=C(N[C@@H](Cc1ccc(O)cc1)C(=O)O)c1cccnc1	0.2	-9	-5	1.0	2	-9	-5	-4	-3
COC(C[C@H]1O[C@@H]1[C@H](O)[C@H](C)OCc1ccccc1)OC	0.6	-4	15	0.3	6	-1	6	-18	0
CC(=O)N1CCOc2ccc(S(=O)(=O)N3CC(C)CC(C)C3)cc21 (stereo unspecified)	0.7	-15	-10	1.4	3	-28	-3	-3	1
O=C(Nc1nc(C2C3CC4CC(C3)CC2C4)cs1)c1cc2cc([N+](=O)[O-])ccc2oc1=O (stereo unspecified)	0.0	-4	-5	0.9	0	-6	-15	-3	-1
COc1ccc2ccccc2c1/C=N/NC(=O)c1nnn(-c2nonc2N)c1C(C)C	1.1	12	14	4.2	7	55*	-10	-22	-3
CCOC(=O)C1CCN(S(=O)(=O)c2ccc(Cl)cc2OC)CC1	2.0	-16	8	-0.1	9	-2	1	-29	-1
CCCCC(=O)Nc1nnc(CCOC)s1	-0.2	5	4	0.5	6	-1	-6	9	-5
COc1cccc(OCc2cc(C(=O)N(C)C3CC(C)(C)NC(C)(C)C3)no2)c1	1.4	-13	4	0.1	1	-5	-9	-14	-4

An excerpt of these results, bar-delimited:
SMILES | M1 ag parental | CHO parental Ca | CHO-K1 Ca PAM | V1R ag counter | TAAR1 ag | TAAR1 antagonist | OXTR potentiator | CHO-K1 Ca antag | M1 ag
O=C(CN1C(=O)c2ccccc2C1=O)NCCc1c[nH]c2ccccc12 | 0.3 | -3 | 19 | 0.8 | 5 | -1 | -1 | -5 | -7
c1ccc(-c2nnsc2Sc2ccccn2)cc1 | 3.0 | -10 | 22 | -0.5 | 10 | 15 | -7 | -6 | -14
Cc1ccc(C(=O)CSc2nnc(N)s2)c(C)c1 | 1.9 | -10 | 2 | -1.0 | -1 | -25 | 7 | -20 | -4
CCS(=O)(=O)n1nc(-c2ccccc2)nc1N | 0.0 | -7 | 0 | 0.7 | 1 | 6 | 0 | -3 | -2
CC(C)C[C@H](NC(=O)C1CC(=O)N(c2ccc3c(c2)OCO3)C1)C(=O)NCc1ccco1 (stereo partly specified) | -0.1 | -7 | 8 | 1.0 | -1 | 1 | 2 | -21 | -2
CSc1cccc(NC(=O)/C=C/c2ccc(Cl)cc2)c1 | 4.9 | -12 | 3 | -0.3 | 4 | 45 | -6 | 14 | -2
CCOc1cccc(N2C(=O)CC(N3CCN(c4ccc(S(=O)(=O)CC)cc4)CC3)C2=O)c1 (stereo unspecified) | 2.6 | -16 | 14 | 3.8 | 3 | 16 | 1 | -25 | 2
O=c1oc2ccccc2c2c1cnc1ccccc12 | 0.4 | -7 | 2 | / | 2 | -5 | / | -6 | -4
COc1ccc(C2C3CCCCC3(O)CCN2C(=O)c2cccs2)cc1 (stereo unspecified) | 0.3 | -11 | 10 | -0.9 | 2 | 1 | -6 | 0 | -7
COc1cc(C(=O)OCC(=O)c2ccccc2)cc2c1OCCO2 | 0.1 | 6 | 22 | 0.1 | 2 | 6 | -8 | -1 | 3
COCCN1CN=C(Nc2nc3ccccc3o2)NC1 | -0.1 | 25 | 13 | 1.7 | 2 | -10 | -5 | -3 | -2

Additional compounds:
SMILES	M1 ag parental	CHO parental Ca	CHO-K1 Ca PAM	V1R ag counter	TAAR1 ag	TAAR1 antagonist	OXTR potentiator	CHO-K1 Ca antag	M1 ag
COc1ccc(S(=O)(=O)N2CCCCC2)cc1NC(=S)Nc1ccccc1	0.4	-18	19	3.5	2	-25	12	-4	-7
O=C(CCn1c(=S)oc2ccccc21)Nc1ccccc1F	0.3	-17	-14	-0.3	9	6	4	26*	-7
CCN1C(=O)NC(c2cccnc2)C(C(=O)OC)=C1C (stereo unspecified)	2.0	-10	3	-0.5	6	-17	-6	-11	-3
COc1cccc(C(=O)N2CCC(n3nccc3NC(=O)C(OC)c3ccccc3)CC2)c1 (stereo unspecified)	1.5	-10	10	0.8	0	3	1	-8	-2
CCCCOCCO	0.3	/	1	/	6	-9	/	-12	-3
CS(=O)(=O)c1ccc(N2CCN(S(=O)(=O)c3cccs3)CC2)c([N+](=O)[O-])c1	4.4	14	2	8.0	4	-4	-7	-5	-4
CCOc1ccccc1OCC(=O)Nc1ccc2[nH]c(=O)[nH]c2c1	0.7	-8	6	0.1	10	-7	-1	-19	-4
COc1ccc(N/C(=N/c2nc(C)cc(C)n2)NC(=O)c2ccccc2)cc1	0.6	-22	19	0.3	0	-20	1	-3	-5
CCCNC(=O)OCc1cccnc1Sc1ccc(C)cc1	0.1	-2	7	-0.5	2	-1	5	-5	-8
CC(C)(C)NC(=O)C1c2ccccc2OCC(=O)N1CCc1ccccc1 (stereo unspecified)	1.0	/	9	/	0	-22	/	-8	/
Cc1ccc2[nH]c3c(c2c1)CN(C(=O)CN(C)CC1OCCO1)CC3	0.7	-12	11	1.7	5	-15	1	-2	-2
Cc1nn(CCC(=O)N2CCN(S(=O)(=O)c3ccc(Cl)cc3)CC2)c(C)c1C	0.8	-15	14	1.5	3	-3	-1	-6	1
CC1CCN(C(=O)CNC(=O)Cc2ccccc2)CC1	0.7	15	10	1.2	1	2	-16	-15	-1
Cc1cc(C)cc(-n2c(=O)c3ccccc3n(CC(=O)NCC3CCCO3)c2=O)c1 (stereo unspecified)	0.8	-11	9	-0.7	3	-6	0	-10	-5
Cc1cc(S(=O)(=O)NCc2cccnc2)ccc1F	0.2	-11	8	0.5	2	-1	-4	-7	-4
CCN1C(=O)[C@H]2[C@@H](c3ccc(C)cc3)N3C(=O)N(c4cccc(Br)c4)C(=O)[C@@]3(CC(C)C)[C@H]2C1=O	0.5	-26	-3	2.2	3	-11	-8	-14	13
COc1ccc(N/C(N)=N/c2nc(C)c(Cc3ccccc3)c(=O)[nH]2)cc1	-0.6	8	1	3.7	1	18	-21	-6	0
Cc1cc(C(=O)OCC(=O)N(C)C2CCS(=O)(=O)C2)c(C)n1-c1ccccc1 (stereo unspecified)	1.1	-6	14	0.2	7	6	-1	-8	-8
C/C(=N\NC(=O)c1c(Cl)c(C)nn1C)c1ccc(NC(=O)C2CCC2)cc1	0.2	-8	12	0.1	4	1	-5	-1	-2
CCOC(=O)/C(C#N)=C1/C=CNC(=O)N1	-0.3	8	-1	1.3	4	3	1	4	-5
Cc1ccccc1NC(=O)c1ccc(COc2ccc3c(C)cc(=O)oc3c2)cc1	1.1	1	-1	0.1	0	21	-3	-7	-5
O=C(NC(=S)Nc1ccc2[nH]c(=O)[nH]c2c1)c1ccccc1Cl	-0.2	13	-4	0.0	5	-58	-10	-5	0
CN(C)CCCNC(=O)c1ccc(CN(c2ccccc2)S(C)(=O)=O)cc1	0.6	5	-5	0.2	-2	-3	-11	-7	-6
COC(=O)C1=C(C(=O)OC)[C@@H]2Nc3ccccc3[C@@]23C[C@@H](C(=O)OC)N(C(=O)c2cc(C)oc2C)C3=N1	0.4	-23	-11	-0.6	15	11	-8	-2	5
O=C(CN1CCN(Cc2ccc(Cl)cc2)CC1)N/N=C/C=C/c1ccccc1[N+](=O)[O-]	3.5	-3	12	2.6	16	21	-5	5	-6
Cc1ccc(NC(=O)C(C)N2C(=O)c3ccccc3C2=O)c(C)c1 (stereo unspecified)	0.8	-4	9	0.8	2	-16	0	0	-3
COc1ccc(NC(=O)Cn2nnc(C(=O)NCc3ccco3)c2N)cc1	0.2	8	-2	0.2	1	8	-10	2	-1
COc1cccc(C2CC(c3ccc(Br)cc3)=NN2C(=O)c2ccncc2)c1OC (stereo unspecified)	4.8	-35	-9	0.5	13	15	-7	9	-12
COc1ccc2nc(-c3ccccc3)[nH]c(=O)c2c1	0.4	/	18	/	2	-5	/	-14	-5
O=C(OCCCCN1C(=O)c2ccccc2C1=O)c1ccc(Br)o1	0.9	-16	-5	1.5	2	0	-2	-10	-2
COc1cc(NC(c2ccccc2)c2ccccc2)cc(OC)c1OC	0.7	-27	9	-1.9	-2	-20	-24	-6	-5
CCCN(CC(=O)Nc1ccccc1C)C(=O)c1ccc(NC2CC2)c([N+](=O)[O-])c1	1.3	-17	4	-0.8	1	-8	-5	-1	-1
CC(C)[C@H](NC(=O)c1nn(Cc2ccccc2)c(=O)c2ccccc12)C(=O)O	-0.4	-3	-13	-0.7	0	-30	3	-2	-1
CSc1ccc(S(=O)(=O)N2CCC(C(=O)Nc3ccc(NC(C)=O)cc3)CC2)cc1	1.4	-8	-3	-0.3	1	-9	-10	-9	-5
CC(C)(C)NC(=O)NC(=O)CN1CCN(c2cccc(Cl)c2)CC1	11	-19	17	0.3	-1	-23	-2	-15	-4
